From PubChem
KCNQ1 act: potentiators or activators of human KCNQ1 potassium channel; P51787; CHO-K1 KCNQ1, thallium flux FluxOR fluorescence; stronger effect = higher value; B-score at 10 µM; 310,000 tested, 0.35% active;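 active = fluorescence ratio B-score, a plate-corrected score, at least three library SD, with initial intensity B-score within 5 SD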
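Assay system: stable KCNQ1 CHO-K1 line; medium: assay buffer, equal DMSO in all wells; timing: 90 min dye loading and 20 min compound exposure, both at room temperature; technique: kinetic FluxOR thallium fluorescence, 10-s 1-Hz baseline, 110-s post-stimulus read; read-out basis: B score of baseline-normalized fluorescence ratio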
KCNQ1 inh: human KCNQ1 channel inhibition | AID 2642 | 310,000 tested, 1.3% active | CHO-K1 KCNQ1, FluxOR thallium flux fluorescence; stronger effect = higher value | B-score at 10 µM | P51787;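 active = compounds whose thallium flux B-score, printed positive for inhibition, exceeds three library SD while starting fluorescence stays within three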;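 note: channel opened by potassium depolarization with thallium stimulus after 20 min compound exposure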
GSK3A inh: inhibitors of human GSK-3 alpha kinase; P49840; inhibition, % at 10 µM; 320,000 tested, 0.1% active; ADP-Glo luminescence, 60 min;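 in the data active = inhibition above about 50%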;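 note: GST-tagged GSK-3 alpha with peptide substrate and 25 µM ATP; 0% = DMSO neutral wells and 100% = GW8510 positive control wells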
DYRK1A inh: Dyrk1A (rat) kinase inhibition; Q63470; inhibition, % at 12.5 µM; 310,000 tested, 0.43% active; ADP-Glo luminescence, NFATc1 peptide; in the data active = inhibition above about 50%;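 note: plate controls were vehicle with enzyme for no effect and no enzyme for full effect; many of its hits are not listed in these tables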
KCNK9 inh: human KCNK9 channel inhibition. 310,000 tested, 1.2% active. HEK293 KCNK9, FluxOR thallium flux fluorescence; stronger effect = lower value. B-score at 10 µM;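 active = ratio B-score over 3 SD below the library mean, with starting fluorescence within 5 SD of its mean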;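 note: negative B-score means less thallium flux so channel inhibition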
Target sequence (Q9NPC2 whole entry, looked up): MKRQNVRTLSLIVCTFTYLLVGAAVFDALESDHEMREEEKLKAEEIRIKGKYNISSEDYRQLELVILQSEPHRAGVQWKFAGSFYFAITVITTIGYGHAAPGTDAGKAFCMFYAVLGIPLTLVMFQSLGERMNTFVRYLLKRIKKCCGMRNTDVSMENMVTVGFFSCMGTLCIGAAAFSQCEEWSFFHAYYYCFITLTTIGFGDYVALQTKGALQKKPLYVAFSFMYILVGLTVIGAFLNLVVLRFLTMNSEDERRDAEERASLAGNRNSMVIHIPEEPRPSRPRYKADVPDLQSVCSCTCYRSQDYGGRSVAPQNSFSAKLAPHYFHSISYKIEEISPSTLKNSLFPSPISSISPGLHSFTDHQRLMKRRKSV
RGS4 inh: human RGS4 inhibition | 310,000 tested, 0.45% active | B-score at 10 µM | P49798 | AID 463165 | HEK293 M3R/RGS4 inducible, Fluo-4 calcium flux; stronger effect = higher value; triggered by carbachol at its EC20;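 active = B-score, a plate-corrected calcium signal, over three deviations above library mean, with baseline fluorescence within five deviations of library mean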;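 note: RGS4 expression induced by doxycycline in cells with stable M3 receptor; B-score is computed from the integrated fluorescence ratio over baseline after carbachol; higher B-score means a larger calcium signal and so more RGS4 inhibition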
Target sequence (P49798 whole entry, looked up): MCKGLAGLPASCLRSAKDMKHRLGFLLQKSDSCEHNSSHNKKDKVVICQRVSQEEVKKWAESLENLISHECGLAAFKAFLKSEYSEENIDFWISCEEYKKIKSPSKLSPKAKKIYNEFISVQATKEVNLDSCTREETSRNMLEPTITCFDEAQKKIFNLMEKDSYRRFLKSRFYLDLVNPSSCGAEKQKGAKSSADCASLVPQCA
KCNK3 inh: human KCNK3 channel inhibition, primary screen; 340,000 tested, 0.84% active; CHO-KCNK3 thallium flux, FluxOR fluorescence; stronger effect = lower value; AID 602410; B-score at 10 µM;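 active = B-score under library mean minus 4 SD, starting fluorescence ratio at most library mean plus 5 SD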;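 note: more negative B-score means stronger inhibition of thallium flux through KCNK3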
PolyA inhibitor: blocks polyadenylation in yeast reporter cells; S. cerevisiae SKY197-pL101 polyadenylation reporter, beta-gal luminescence; efflux-impaired pdr1/pdr3 knockout yeast; score 100 = 6 SD above DMSO; calls only at 12 µM; 300,000 tested, 0.02% active; AID 1875;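 active = lowest replicate activity score at least 50, where 100 means six control SD above control mean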;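 note: yeast exposed to compound for 9 h at 30 °C; higher score means more reporter readthrough which indicates perturbed polyadenylation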
hERG protect: shields human hERG channel from block by proarrhythmic agents | activation (rescue from dofetilide block), less the hit threshold, % at 10 µM | AID 1511 | Q12809 | 310,000 tested, 0.51% active | CHO-hERG, FluxOR thallium flux, dofetilide IC70 present;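 active = activation above the mean of controls blocked by dofetilide plus 5 SD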;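 note: thallium influx through hERG after potassium depolarization seen as dye fluorescence rise; in these data hits start at about 4.7%; inactives centre near -7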
RGS4 act: potentiators or activators of RGS4. HEK293 M3R/inducible RGS4, carbachol calcium flux Fluo4; stronger effect = lower value. B-score at 10 µM. 310,000 tested, 0.92% active. AID 463111;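 active = B-score of the integrated calcium signal more than 4 SD below the library mean, with starting fluorescence not abnormally high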;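 note: negative B-score means reduced calcium response which marks RGS4 activation or potentiation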
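Also added: carbachol at ECmax as muscarinic agonist stimulus; Assay system: HEK293 cells with stable M3R and inducible RGS4; Timing: overnight RGS4 induction, 30 min dye load 37 °C, 20 min compound RT; Measured by: Fluo4-AM (2 µM) calcium-flux fluorescence, kinetic read.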
GSK3beta inhib: blocks human GSK3beta kinase activity; P49841; GST-GSK3beta kinase, ADP-Glo luminescence, 60 min; stronger effect = lower value; activity score (negative = inhibition), % at 10 µM; 300,000 tested, 0.038% active; AID 2097;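 active = more than half of replicate wells score below -50%, meaning over 50% inhibition versus plate controls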;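 note: 0% = median DMSO wells and -100% = median GW8510 positive control wells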
Target sequence (P49841 whole entry, looked up): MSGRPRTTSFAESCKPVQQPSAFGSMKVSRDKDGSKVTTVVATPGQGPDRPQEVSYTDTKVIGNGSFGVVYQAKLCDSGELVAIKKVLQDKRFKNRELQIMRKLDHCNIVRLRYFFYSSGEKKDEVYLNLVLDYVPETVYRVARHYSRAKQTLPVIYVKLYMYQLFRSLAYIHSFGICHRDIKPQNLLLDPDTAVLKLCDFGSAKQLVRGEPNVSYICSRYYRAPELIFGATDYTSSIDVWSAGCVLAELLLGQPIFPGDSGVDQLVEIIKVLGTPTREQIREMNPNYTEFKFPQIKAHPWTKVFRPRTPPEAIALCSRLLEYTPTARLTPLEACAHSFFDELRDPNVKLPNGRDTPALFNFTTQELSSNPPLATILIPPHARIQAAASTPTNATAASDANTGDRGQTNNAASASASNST
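Assay system: GST-fused GSK3beta enzyme, cell-free / Medium: Tris pH 7.5 buffer with MgCl2, DTT, BSA, heparin / Also added: peptide substrate plus 25 µM ATP (final) / Compound: 10 µM single point / Timing: kinase reaction with compound 60 min at room temperature / Detection: ADP-Glo luminescence / Benchmarks: DMSO neutral wells and GW8510 at 20 µM as positive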
The depositor's hits bear a star; i = inactive; nt = not tested or not shown. A portion of the library. The share of hits here may be higher or lower than overall.

SMILES | KCNQ1 act | KCNQ1 inh | GSK3A inh | DYRK1A inh | KCNK9 inh | RGS4 inh | KCNK3 inh | PolyA inhibitor | hERG protect | RGS4 act | GSK3beta inhib
Cc1onc(-c2c(F)cccc2Cl)c1C(=O)N1CCc2ccccc21 | i | i | 2.3 | 0.0 | i | i | i | i | -18.3 | i | 1.9
O=c1oc(-c2ccccc2F)nc2c1cnn2-c1ccccc1 | i | i | -0.1 | -1.1 | i | i | i | i | -2.3 | i | -1.0
CC(=O)Nc1sc(N/N=C\c2ccccc2)nc1-c1cccs1 | i | i | -1.6 | 8.7 | i | i | i | i | -17.8 | i | -3.0
CC(=O)Nc1ccc(S(=O)(=O)Nc2ccc(S(=O)(=O)N3CCCCCC3)cc2)cc1 | i | i | -1.7 | -6.9 | i | i | i | i | -10.7 | i | 0.5
CSc1ccccc1C(=O)C1CCCN(S(=O)(=O)c2c(C)noc2C)C1 (stereo not drawn) | i | i | 1.8 | 3.1 | i | i | i | i | -23.7 | i | 1.0
COc1ccccc1Cc1nc(-c2cccnc2)no1 | i | i | -0.8 | -2.8 | i | i | i | i | -6.3 | i | -3.9
COc1cc2c(cc1OC)CN(C(=O)CN1C(=O)c3ccc([N+](=O)[O-])cc3C1=O)CC2 | i | i | 7.8 | 3.9 | i | i | i | i | -9.4 | i | 2.6
CCCn1c(O)c(/C=C2\C=NN=C2c2ccccc2)sc1=S | i | i | -0.9 | 5.0 | i | i | i | i | -7.8 | i | -0.3
CCc1nc2ccccc2n(CC)c1=O | i | i | 1.7 | -6.3 | i | i | i | i | 0.1 | i | -1.3
CCc1ccc(NC(=O)Cn2c(=O)oc3cc(S(=O)(=O)N4CCOCC4)ccc32)cc1 | i | i | 0.9 | 17.3 | i | i | i | i | -10.1 | i | 2.9
CCC(=O)Nc1ccc(C(=O)OCc2ccc(Cl)c(Cl)c2)cc1 | i | i | -2.1 | 1.9 | i | i | i | i | -6.0 | i | 4.0
N#CC1=C(N)c2ccccc2CC12CCCCC2 | i | i | 0.1 | 1.6 | i | i | i | i | -10.9 | i | -3.1
NC(=O)c1ccc2c(=O)n3c(-c4cc(Cl)c(N)c(Cl)c4)csc3nc2c1 | i | i | 1.2 | 0.8 | i | i | i | i | -2.4 | i | -4.0
OCC[C@@H]1C[C@H](O)[C@@H](O)[C@@]2(Cc3ccccc3O2)O1 | i | i | -3.0 | -2.4 | i | i | i | i | -2.9 | i | -2.7
CC(C)(C)NCC(O)Cn1cc(C=O)c2ccccc21 (stereo not drawn) | i | i | -4.1 | 18.1 | i | i | i | i | -8.7 | i | 0.2
COc1cc(/C=C2/S/C(=N/S(=O)(=O)c3ccccc3)NC2=O)c([N+](=O)[O-])cc1OC | i | i | -0.1 | -8.6 | i | 5.88* | i | i | -24.0 | i | 1.5
CCOc1ncccc1C(=O)OCC(=O)c1cccs1 | i | i | 2.2 | 0.4 | i | i | i | i | -21.4 | i | 0.2
COc1ccc(C(O)c2coc3ccc(O)c(CN(C)C)c23)cc1 (stereo not drawn) | i | i | -0.7 | 2.5 | i | i | i | i | -10.3 | i | -6.0
Cc1ccc(OCCNC(=O)c2cc(-n3cnnc3)ccc2Cl)cc1C | i | i | -2.8 | 1.3 | i | i | i | i | -11.9 | i | -0.1
CC(=O)c1cccc(Nc2c([N+](=O)[O-])c(=O)oc3ccccc23)c1 | i | i | 0.3 | 7.5 | i | i | i | i | -10.9 | i | -1.0
CCN(CC(=O)Nc1ccccc1C(F)(F)F)C(=O)c1ccccc1SCC(=O)N1CCCC1 | i | i | -1.5 | nt | i | i | i | i | -10.6 | i | -2.4
O=C(CCc1ccccc1)N=C1SC2CS(=O)(=O)CC2N1Cc1ccc(F)cc1 (stereo not drawn) | i | i | 2.1 | nt | i | i | i | i | -7.5 | i | -3.1
CCN(CC)S(=O)(=O)c1ccc(C(=O)NN(C)C2=NS(=O)(=O)c3ccccc32)cc1 | i | i | -0.6 | 1.3 | i | i | i | nt | -2.9 | i | 0.6
O=C1CSC(=Nc2cccc(C(=O)O)c2)N1 | i | i | -0.6 | 1.1 | i | i | i | i | -11.2 | i | 1.0
CC(C)CCN(C)C1CCN(S(=O)(=O)c2cccc(C(F)(F)F)c2)CC1 | i | i | 0.7 | 0.5 | i | i | i | i | -6.6 | i | -0.5
SMILES | KCNQ1 act | KCNQ1 inh | GSK3A inh | DYRK1A inh | KCNK9 inh | RGS4 inh | KCNK3 inh | PolyA inhibitor | hERG protect | RGS4 act | GSK3beta inhib
O=C(Nc1nnc(-c2cccs2)s1)C1CC1 | i | i | -1.2 | nt | i | i | i | i | -5.6 | i | -0.9
Cc1cc(Cl)ccc1OCCCC(=O)NN | i | i | -4.5 | 0.0 | i | i | i | i | -11.5 | i | -3.6
CCOc1cc(NC(=S)Nc2ccccc2)c(OCC)cc1NC(=O)c1ccc(OC)cc1 | i | i | 0.0 | -0.4 | i | i | i | i | -14.8 | i | -2.0
O=C(c1ccccc1)N1CCN=C1c1ccccc1 | i | i | -0.4 | 11.1 | i | i | i | i | -0.8 | i | 0.0
COc1ccc(S(=O)(=O)N2CCN(Cc3cc(OC)c(O)c(OC)c3)CC2)cc1 | i | i | 0.2 | -4.5 | i | i | i | i | -6.6 | i | 1.3
O=C(NCC(c1ccco1)N1CCCCC1)c1ccc(COc2ccccc2)cc1 (stereo not drawn) | i | i | -0.7 | 12.4 | i | i | i | i | -11.2 | i | 4.4
C=CCn1c(-c2ccc(OC)cc2)nc2nc3ccccc3nc21 | i | i | 1.2 | 1.6 | i | i | i | i | -16.7 | i | -1.5
Cc1cc(F)ccc1S(=O)(=O)N1CCCOC1CNC(=O)C(=O)NCc1ccccn1 (stereo not drawn) | i | i | -1.4 | 3.3 | i | i | i | i | -7.4 | i | -0.8
CCNC(=S)N1CCN(c2nc(CC)nc3sc4c(c23)CCCC4)CC1 | i | i | -0.6 | 5.7 | i | i | -11.6* | i | -14.0 | i | -2.4
CCOCCCn1c(=S)[nH]c2cc(C(=O)NCCc3ccccc3)ccc2c1=O | i | i | -0.2 | 6.4 | i | i | i | i | -4.0 | i | 1.0
Cc1cccn2c(=O)c3cc(C#N)c(=NC(=O)c4cccs4)n(CCCOC(C)C)c3nc12 | i | i | -1.9 | nt | i | i | i | i | -11.6 | i | 0.0
O=C(CNS(=O)(=O)c1ccc(C(=O)N2CCCCC2)cc1)N1CCCCC1 | i | i | -1.3 | 3.0 | i | i | i | i | -6.9 | i | 4.0
CCOC(=O)N1CCN(C(=O)c2ccccc2SCC(=O)NCC2CCCCC2)CC1 | i | i | -1.2 | 5.6 | i | i | i | i | -18.1 | i | 3.4
CCOC(=O)C(C)Oc1ccsc1C(=O)OC (stereo not drawn) | i | i | -2.2 | nt | i | i | nt | i | -9.8 | i | -2.2
Cn1nc(C(F)(F)F)c2cc(NC(=O)OCc3ccc(C(C)(C)C)cc3)sc21 | i | 7* | nt | 4.8 | i | i | i | i | -12.4 | i | -27.4
CCN(CC)S(=O)(=O)c1ccc2nnn(OCC(=O)Nc3cccc(C#N)c3)c2c1 | i | i | 4.8 | 2.9 | i | i | i | i | -16.3 | i | -3.2
CCOC(=O)C1CN(S(=O)(=O)c2cccs2)c2ccc(CC(=O)OC)cc2O1 (stereo not drawn) | i | i | -2.1 | 1.2 | i | i | i | i | -5.5 | i | 1.4
CCCCCN1C2=NCCN2c2ccccc21 | i | i | -3.2 | -0.9 | i | i | i | i | -4.4 | i | nt
Cc1cccnc1NC(=O)c1ccc2nc(N)sc2c1 | i | i | -2.1 | -8.1 | i | i | i | i | -4.9 | i | 3.2
CCN1CCCC1Cn1cnc2c([nH]c3cc(OC)ccc32)c1=O (stereo not drawn) | i | i | -2.0 | 7.4 | i | i | i | i | -2.4 | i | 1.6
O=C(O)CNS(=O)(=O)c1ccc2c3c(cccc13)C(=O)N2 | i | i | -1.3 | nt | i | i | i | i | 0.8 | i | 0.6
CC1CN=C(c2cccn2Cc2ccc(F)cc2Cl)O1 (stereo not drawn) | i | i | -0.4 | -4.4 | i | i | i | i | -4.6 | i | 0.8
Cc1nnc2c3ccccc3c(Cl)nn12 | i | i | -1.9 | 10.3 | i | i | i | i | -11.4 | i | 1.0
Cc1cc(NC(=O)Nc2cc(Cl)ccc2C)no1 | i | i | 0.1 | -2.4 | i | i | i | i | -4.8 | i | -1.3
COc1ccc(Cl)cc1S(=O)(=O)N1CCCc2ccccc21 | i | i | -2.5 | -3.1 | i | i | i | i | -2.0 | i | -3.3
SMILES | KCNQ1 act | KCNQ1 inh | GSK3A inh | DYRK1A inh | KCNK9 inh | RGS4 inh | KCNK3 inh | PolyA inhibitor | hERG protect | RGS4 act | GSK3beta inhib
CCOC(=O)CN(C(=O)CSc1nnc(COc2ccc(OC)cc2)n1C)c1ccccc1 | i | i | -1.4 | -4.6 | i | i | i | i | -12.4 | i | -1.5
COc1ccc(N2C(=O)C3CCCN3C2c2cccs2)cc1 (stereo not drawn) | i | i | 0.2 | 1.6 | i | i | i | i | -7.3 | i | 0.8
COc1ccc(CC(O)COS(N)(=O)=O)cc1 (stereo not drawn) | i | i | 0.5 | 7.6 | i | i | i | i | -4.2 | i | 0.4
CN(CC(=O)Nc1ccc(Cl)c(C(F)(F)F)c1)C(=O)c1cn2ccccc2n1 | i | i | nt | -4.2 | i | i | i | i | -6.1 | i | 2.5
COc1ccc(Cc2nc3ccc(C(=O)N(C)CCO)cc3o2)cc1 | i | i | -1.5 | -6.7 | i | i | i | i | 0.4 | i | 0.1
CCC(=O)N(CCc1ccccc1)Cc1cc2ccc(OC)cc2[nH]c1=O | i | i | 0.4 | 0.7 | i | i | i | i | -11.3 | i | 1.2
COc1ccc(C(=O)NNC(=S)NC(=O)c2cc(-c3ccccc3)nc3ccccc23)cc1 | 9* | i | 1.6 | 4.7 | i | i | i | i | -9.3 | i | -3.2
Cc1cccc(N/C(N)=N/c2nc(C(F)(F)F)cc(=O)[nH]2)c1C | i | i | -2.4 | 5.3 | i | i | i | i | -5.0 | i | -7.4
Cc1csc2nc(=O)c3ccccc3n12 | i | i | nt | nt | i | i | i | i | -0.8 | i | 1.4
Cc1nc2c(C(=O)N3CCOCC3)cnn2c(C)c1Cc1ccc(Cl)cc1 | i | i | -4.1 | 11.9 | i | i | i | i | -9.5 | i | -5.3
COC(=O)c1c(NC(=O)c2cccnc2)sc(C)c1C | i | i | 0.6 | -3.1 | i | i | i | i | -8.8 | i | 0.6
O=C(c1cc(-c2ccccc2)nc2ccccc12)N1CCCC1 | i | i | -4.7 | -8.1 | i | i | i | i | -8.1 | i | 0.8
